TDP1 inh – qHTS Assay for Inhibitors of Tyrosyl-DNA Phosphodiesterase (TDP1); 350,000 compounds, 0.28% hits; recombinant TDP1, AlphaScreen DNA substrate cleavage; AID 485290, 2010; Potency, µM (top dose mostly 130 µM), inactives show top-dose activity change, negative = inhibition, hits mostly inhibitors; further: nearly all actives have a fitted effect of over 40% in size
Target sequence (Q9NUW8 whole entry, looked up): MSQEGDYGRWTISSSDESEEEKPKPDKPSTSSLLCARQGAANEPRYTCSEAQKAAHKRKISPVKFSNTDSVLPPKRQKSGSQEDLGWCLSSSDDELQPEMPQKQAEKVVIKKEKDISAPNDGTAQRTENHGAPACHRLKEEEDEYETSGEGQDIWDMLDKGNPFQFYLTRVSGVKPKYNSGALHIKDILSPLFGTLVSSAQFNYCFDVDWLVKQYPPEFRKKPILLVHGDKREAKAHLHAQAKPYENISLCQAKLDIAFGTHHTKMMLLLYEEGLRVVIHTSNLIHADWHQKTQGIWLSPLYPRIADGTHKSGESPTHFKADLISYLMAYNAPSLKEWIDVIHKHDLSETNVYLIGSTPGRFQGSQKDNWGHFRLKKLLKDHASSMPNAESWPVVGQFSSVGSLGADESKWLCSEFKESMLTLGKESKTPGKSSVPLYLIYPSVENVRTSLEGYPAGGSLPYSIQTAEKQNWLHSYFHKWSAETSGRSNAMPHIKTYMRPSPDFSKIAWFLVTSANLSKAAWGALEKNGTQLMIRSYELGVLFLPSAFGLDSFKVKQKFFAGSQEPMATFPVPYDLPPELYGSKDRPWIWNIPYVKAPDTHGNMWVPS
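AlphaScreen read-out: signal falls as enzyme removes the 3' tyrosine-FITC from a 5'-biotinylated DNA oligo (15 nM, 5 min, RT). Enzyme was E. coli-made recombinant Tdp1 at 1 nM, exposed to compound for 15 min beforehand; beads 10 ug/ml, 10 min.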
FEN1 inh – qHTS Assay for the Inhibitors of Human Flap endonuclease 1 (FEN1) | P39748 | Recombinant FEN1 flap cleavage, fluorescence, 15 min | Potency, µM (top dose mostly 114 µM), for inactives: at the top dose activity change, negative = inhibition, hits mostly inhibitors | 390,000 compounds, 0.35% hits; further: nearly all actives have a fitted effect of over 65% in size
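FEN1 at 10 nM preincubated with compounds 15 min at room temperature, then flap DNA substrate added at 50 nM final. Signal read at 0 and 15 min; concentration-response fitted with four-parameter Hill equation.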
N370S GC mod – qHTS Assay for Inhibitors and Activators of N370S glucocerebrosidase as a Potential Chaperone Treatment of Gaucher Disease; Lysosomal acid glucosylceramidase (Homo sapiens), P04062; N370S GC spleen homogenate, 4MU-glucoside fluorescence; Potency, µM (top dose mostly 59.4 µM), without a hit: top-dose activity change, negative = inhibition, actives largely listed as inhibitors; 330,000 compounds, 0.092% hits; AID 2101, 2009;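 further: 0% = full enzyme activity and -100% = no enzyme basal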
* = called active by the depositor; ? = inconclusive; nt = no result given; & = joins results of further samples; [ ] = dose if it differs, or a comment. The call rests on the fitted dose curve; in most records, active means well fitted curve in the direction sought with a large enough effect; inconclusive means small, poorly fitted or top-dose-only effect, or another doubt; inactive means no such curve, though single readings can be large; an effect the other way counts as inactive or inconclusive. Unless noted, on the % scale 0 is the no-effect control and ±100 the full control effect; potency means the concentration at half of the fitted maximal effect. An unsorted share of the library; 0.53% or so of the library scored in one or more.

No.	TDP1 inh	FEN1 inh	N370S GC mod	structure
1	0.0%	0.8%	9.5%	Clc1ccccc1OCc1nc(-c2ccncc2)no1
2	nt	0.5%	-0.6%	CC(=O)c1c(C)n(CCc2ccc(Cl)cc2)c2ccc(O)cc12
3	-4.1%	0.9%	3.3%	O=C(O)c1ccc(OCc2occc2C(=O)O)cc1
4	2.8%	1.4%	12.1%	C=CCc1c(NCCO)nc(C)[nH]c1=O
5	5.1%	-12.7%	-2.6%	Cc1ccc(Cl)cc1NC(=S)N(Cc1cccnc1)Cc1ccccc1Cl
6	nt	2.7%	10.9%	Cc1c(Cc2ccccc2)c(=O)oc2cc(OCC(=O)NC(Cc3ccc(Cl)cc3)C(=O)O)ccc12 (stereo unspecified)
7	4.4%	6.7%	nt	Cc1ccc(CNC(=O)C2CCN(S(=O)(=O)c3ccc4c(c3)CCCN4C(=O)C3CCC3)CC2)cc1
8	nt	-1.9%	-9.3%	CNC[C@H](CC1CCCCC1)NC[C@H](CO)NCC1(c2ccccc2)CC1
9	-4.6%	-3.3%	2.0%	CCN1CCN(S(=O)(=O)c2ccc(Cl)c(C(=O)NC3CCCC3)c2)CC1
10	1.8%	-1.6%	-10.8%	CC1CCN(C(=O)COC(=O)c2nn(C)c(=O)c3ccccc23)CC1
11	7.4%[56.1 µM]	-15.8%	?	O=C1CCCC2=C1C(c1cccs1)n1nc(SCc3ccccc3F)nc1N2 (stereo unspecified)
12	0.0%	-3.5%	13.9%	Cc1ccc(C(NC(=O)NCCCN2CCOCC2)=C(Cl)Cl)cc1F
13	1.0%	8.3%	1.0%	Cc1onc(-c2c(F)cccc2Cl)c1C(=O)Nc1ccc(S(=O)(=O)Nc2ncccn2)cc1
14	-0.4%[56.1 µM]	-12.8%	nt	CCCCCCCCNCCS(=O)(=O)NN1CCOCC1
15	-5.7%&0.0%	-2.0%&0.1%	1.5%	Cc1cc(C)cc(NC(=O)Cn2nnc(C(=O)NCc3ccco3)c2N)c1
16	-1.4%	-2.1%	1.1%	Cc1nnc(N)s1
17	nt	-4.3%	1.4%	CCOC(=O)c1c(C)[nH]c(C(=O)N2CCc3cc(OC)c(OC)cc3C2)c1C
18	-2.3%	-16.2%	19.9%	CCSc1nc(O)c(Cc2ccccc2)c(=O)[nH]1
19	nt	-17.6%	-12.4%[2.35 µM]	O=C(Nc1ccccc1-c1nc2ccccc2s1)c1ccco1
20	0.4%	-3.3%	-2.5%	CCOC(=O)N1CCN(C(=O)CCS(=O)(=O)c2ccc3c(c2)CC(C)N3C(=O)CC)CC1 (stereo unspecified)
21	9.5%	-19.3%	nt	CCN(c1ccc(NC(=O)CSc2ccc3c(c2)OCCO3)cc1)C(C)C
22	5.8%	-8.0%	-2.1%	O=C1c2cccc3cccc(c23)C(=O)N1CC1CCN(CC(O)COc2ccc3ccccc3c2)CC1 (stereo unspecified)
23	nt	2.8%	-9.3%	CC(C)(C)c1ccc(S(=O)(=O)NCC(=O)N2CCCC2)cc1
24	2.5%	-10.6%	11.1%	COCCNC(=O)c1cnn2c(C(F)F)cc(-c3ccccc3)nc12
25	5.4%	-5.5%	-3.5%	Cc1ccc2nc(N/C(=N/S(=O)(=O)c3ccc(F)cc3F)c3ccccc3)sc2c1
26	8.1%	-2.5%	-5.0%	O=c1cc(-c2ccncc2)oc2ccccc12
27	-7.6%	5.3%	25.0%	CC(C)(O)C(=O)NN(C(=O)c1ccccc1)c1ccc2ccccc2c1
28	8.4%	1.8%	1.1%	C=CCN1CCN(C(c2ccccc2OC)c2nnnn2C(C)(C)C)CC1 (stereo unspecified)
29	-4.2%	-1.4%	nt	CC(C)(Oc1ccc(Cl)cc1)C(=O)Nc1nc2ccc(S(C)(=O)=O)cc2s1
30	-10.4%	4.0%	-5.6%	COc1ccc(N2CCN(C(CNC(=O)C(C)(C)C)c3ccco3)CC2)cc1 (stereo unspecified)
31	-1.0%	-10.5%	2.2%	CCCCNC(=O)Nc1ccccc1C(=O)NCc1ccco1
32	-1.2%	-13.3%	5.2%	Cc1ccc(C(=O)N/C(=C\c2ccco2)C(=O)N2CCSCC2)cc1C
33	3.5%	-5.4%	-6.7%	CC(=O)c1ccc(NC(=O)/C(C#N)=C/c2ccncc2)cc1
34	-2.1%	-0.4%	0.3%	O=C1CC(C(=O)Nc2ccccc2C(=O)O)C(c2ccccc2)O1 (stereo unspecified)
35	0.0%	-6.0%	nt	O=C(COC(=O)C1COc2ccccc2O1)Nc1ccccc1OC(F)F (stereo unspecified)
36	7.7%	14.1%	-6.4%	Cc1cc(NC(=O)c2sc(Nc3ccc(F)cc3)nc2N)no1
37	5.7%	16.6%	10.0%	C=CCn1c(SC(C)C#N)nc2sc(CC)cc2c1=O (stereo unspecified)
38	0.0%	2.4%	-4.1%	COc1ccc(-n2nnnc2/C(=C/N(C)C)C(=O)c2ccccc2)cc1
39	-5.5%	-13.5%	5.5%	COc1ccc(C(=O)NNC(=O)c2ccccc2[N+](=O)[O-])cc1
40	7.8%	-2.1%	11.3%	COc1ccccc1Nc1nnc(SCC(=O)c2cc(C)n(CC3CCCO3)c2C)s1 (stereo unspecified)
41	2.9%	-24.8%	nt	C[C@H](CO)N1C[C@H](C)[C@@H](CN(C)S(=O)(=O)c2ccccc2)Oc2ccc(NC(=O)Nc3ccccc3)cc2C1=O
42	nt	6.0%	0.9%	O=C(NC1CCCCCCC1)c1cccc(Cl)c1
43	6.2%	-11.2%	15.8%	CCO/C=C1\C(=O)N(CC)c2ccccc21
44	-5.4%	-0.2%	?	CC(=O)OC1CC(C)(C)N(OC(=O)c2ccccc2)C(C)(C)C1
45	1.2%	-9.7%	nt	COc1ccccc1-c1nnc(SCC(=O)Nc2ccc(N3CCOCC3)cc2)n1N
46	5.4%	-1.5%	17.4%	Cc1ccn2c(CNC(C)CCn3cccn3)c(C(=O)N3CCCCCC3)nc2c1 (stereo unspecified)
47	14.1%[56.1 µM]	nt	-12.6%	O=c1cc(-c2cccc(O)c2)oc2cc(O)ccc12
48	2.8%	-5.1%	-7.2%	COc1ccc(-c2nnn(CC(=O)N(Cc3ccccc3Cl)C(C(=O)NCC3CCCO3)c3ccco3)n2)cc1OC (stereo unspecified)
49	3.3%	1.9%	3.7%	CCOCCCNC(=O)C(NC(=O)c1ccc(=O)[nH]c1)c1ccccc1 (stereo unspecified)
50	2.0%	5.5%	-3.1%	CN(C(=O)c1ccncc1)C1CCCCC1
51	5.3%	1.9%	10.4%	Cc1nc2ncnn2c(N2CCCC(C(=O)Nc3ccccc3Br)C2)c1C (stereo unspecified)
52	6.2%	13.3%	-4.1%	Cc1[nH]c2ccccc2c1CCNC(=O)CCC(=O)c1ccccc1
53	-7.4%	3.7%	-5.7%	COc1cccc(C(C(=O)NC2CCCC2)N(C(=O)c2ccco2)c2ccccc2)c1OC (stereo unspecified)
54	4.1%	9.0%	nt	Cc1ccc(NC(=O)c2cc(S(=O)(=O)N3CCC(C)CC3)cn2C)cc1Cl
55	1.5%	-0.3%	0.1%	CC(C)CN(C(=O)COC(=O)C1=COCCO1)c1c(N)n(Cc2ccccc2)c(=O)[nH]c1=O
56	3.6%	5.1%	-0.8%	Cn1c(SCC(=O)NC(=O)NCc2ccco2)nnc1C(F)(F)F
57	5.0%	-8.3%	9.9%	CC(C)c1ccc(NC(=S)NCc2cccs2)cc1
58	0.5%	1.8%	-9.9%	CCOC(=O)C1(Cc2ccccc2C)CCCN(C(=O)c2ccoc2)C1 (stereo unspecified)
59	-1.1%	-6.3%	3.2%	COc1ccc(N(Cc2ccco2)C(=O)c2ccccc2F)cc1OC
60	6.9%	0.4%	0.2%	O=S1(=O)N=C(SCCO)c2ccccc21

Other compounds follow:
No.	TDP1 inh	FEN1 inh	N370S GC mod	structure
61	8.1%	1.9%	-5.9%	CC1=Nc2ccccc2N=C(N)C1c1ccccc1 (stereo unspecified)
62	3.9%	-7.7%	0.0%	CCOC(=O)N1CCN(C(=O)COC(=O)C2CCN(S(=O)(=O)c3c(Cl)cccc3Cl)CC2)CC1
63	nt	-9.6%	?	Cc1cccc(N2CCN(C(=O)c3ccc4nc(N5CCCCC5)sc4c3)CC2)c1C
64	-2.3%	-8.7%	nt	CCOC(=O)c1cccc(NC(=O)c2nn(-c3ccc(OC)cc3)c(=O)c3c2c2ccccc2n3C)c1
65	-4.9%	-6.4%	8.0%	Cn1nccc1C(=O)c1ccc(Cl)cc1
66	7.8%	3.6%	nt	CC(C)NC(=O)C1CCN(C(=O)c2cc3sccc3n2Cc2ccc(Cl)cc2)CC1
67	3.1%	7.5%	nt	CCCCNC(=O)COC(=O)C1CCN(S(=O)(=O)c2ccc3c(c2)OCCO3)CC1
68	-1.1%	1.4%	-1.1%	O=C(Nc1ccc(S(=O)(=O)Nc2ncccn2)cc1)c1cncc(Br)c1
69	10.1%	6.9%	-18.8%	Cc1cc(SCC2=NNC(=O)C2)c(Cl)cc1Cl
70	nt	11.0%	-6.5%	CC(CC(=O)O)CC(=O)Nc1cccc([N+](=O)[O-])c1 (stereo unspecified)
71	-3.2%	-1.2%	4.9%	c1ccc(NC2=Nc3ccccc3CS2)cc1
72	0.0%	-11.1%	nt	COc1ccc(OC)c(NC(=O)c2ccc(-c3nc(COc4ccccc4)c(C)o3)cc2)c1
73	7.3%	0.7%	nt	Cc1cccc2c1N(C(=O)c1ccco1)C(C)(C)c1ssc(=S)c1-2
74	-5.1%	-7.9%	10.1%	O=C(Cc1ccccc1)Nc1cccc(NC(=O)c2cccs2)c1
75	9.1%	0.6%	-5.4%	CCOC(=O)N1CCN(C(=O)c2cc(Cl)c(Cl)cc2C(=O)O)CC1
76	7.2%	3.9%	5.4%	CCOC(=O)c1ccc(NC(=O)CSc2ncccn2)cc1
77	2.1%	-0.9%	-3.4%	CCOc1ccc(N(CC(N)=O)S(=O)(=O)c2ccc(F)cc2)cc1
78	0.0%	-3.9%	0.8%	Cc1ccc2oc(=O)c3cnn(CC(=O)N4CCCCCC4)c3c2c1
79	nt	-11.7%	-2.7%	O=C(COC(=O)c1ccc(O)cc1O)NCCN1C(=O)CSC1=O
80	4.8%	13.0%	2.1%	O=c1[nH]cnc2c1oc1ccccc12
